Bioassay records as filed in PubChem BioAssay.
M1AAP inhibition = malaria alanyl aminopeptidase activity blockers – biochemical, fluorogenic H-Leu-NHMec substrate, 1536-well (AID 1445) | recombinant M1AAP, H-Leu-NHMec fluorogenic kinetic assay; higher % means a stronger effect | inhibition, % at 30 µM; hits with a dose series show IC50 in µM | actives 0.42% (n = 220,000);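 active = primary inhibition above the hit cutoff, then over 50% inhibition at one or more dose response concentrations, cut at about 23% in these data, passing the limit was not always enough; inconclusive = conflicting primary data, or primary hits not chosen for dose response; inactive = low primary inhibition, or under 50% at every dose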;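 also: plate controls were DMSO full reaction for no effect and no enzyme background for full effect; strong numbers were not always called active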
Yfh1-off respiration = enhancers of respiration in Yfh1-depleted yeast, dose response, Friedreich's ataxia, plus single-dose screen (AID 1465); S. cerevisiae Yfh1-off respiration, WST-1 reduction, 72 h; higher fold induction means a stronger effect; fold induction at 50 µM, or EC50 in µM where a hit was titrated; actives 0.074% (n = 220,000);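 active = fold induction of absorbance versus untreated yeast above a set limit, then at least 30% activation at any dose in follow-up; inconclusive = repeats straddling the limit, or above it without dose testing; inactive = fold induction below the set limit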;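 also: activators that raise dye reduction in frataxin-depleted yeast; strong numbers were not always called active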
WT yeast gro inh = growth inhibition of WT yeast, mitochondrial fusion screen | inhibition, % at 10 µM | mitochondrial fusion phenotypic screen, WT strain | AID 1362 | actives 2.1% (n = 190,000); in the data active = inhibition above about 58%; tested in S. cerevisiae
bCat nuc transl = beta-catenin nuclear translocation modulation | HeLa beta-catenin nuclear translocation, immunofluorescence imaging | nuclear translocation activity, % at 5 µM | actives 0.3% (n = 190,000);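 active = nuclear translocation activity above 50% at 5 µM, with a well cell count of 50 or more; inconclusive = wells under 50 cells across six images, flagged as toxic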;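 also: per-cell ratio of nuclear to cytoplasmic median beta-catenin stain intensity; plate controls were DMSO negative control for no effect and GSK-3 inhibitor IX positive control for full effect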
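Test system: human HeLa cells, native beta-catenin. Compound dosing: 5 µM primary single dose, 0.1% DMSO, 0.02–20 µM confirmation series. Incubation: compound exposure 24 h at 37°C. Detection: beta-catenin immunostaining with DAPI counterstain, 20x imaging, 6 fields/well. Read-out basis: Nuclear/cytoplasmic beta-catenin signal ratio, % activation.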
T cell HTS = T cell immune modulation candidate | 2C CD8+ T cell-vesicle binding, flow cytometry; stronger effect = lower value | calls only at 7 µM | actives 0.068% (n = 330,000);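 active = response, share of CD8 T cells binding vesicles, and their 90th percentile fluorescence all below set limits, cut at about 80% in these data, passing the limit was not always enough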
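Test system: purified 2C TCR transgenic mouse naive CD8+ T cells. Probe or stimulus: QL9-peptide-loaded Drosophila micro-vesicles bearing Ld, ICAM-1 and B7-1. Incubation: binding step 1.5 h, 37 °C, antibody labelling 20 min, ice. Measured by: flow cytometry of vesicle-bound cells.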
P. falciparum M17LAP = P. falciparum M17LAP inhibitors, primary screen, biochemical, fluorogenic H-Leu-NHMec substrate, 1536-well (AID 1619); recombinant M17LAP, H-Leu-NHMec fluorogenic kinetic assay; higher % means a stronger effect; actives 0.38% (n = 220,000); one-dose inhibition, % at 30 µM; IC50 in µM for titrated hits;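 active = compound inhibiting the enzyme by more than half at any dose during confirmatory dose-response retesting; inconclusive = strong single-dose inhibitors picked by rank but not retested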;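 also: plate controls were full reaction with DMSO carrier for no effect and no enzyme background for full effect; strong numbers were not always called active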
MT stabilizer = stabilizes microtubules in HeLa cells; actives 0.83% (n = 200,000); % tubulin-high responders, % at 10 µM; HeLa tubulin immunostaining HCS, 24 h; share of cells brighter than vehicle mean+2SD;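 active = plate Z-score above 3 for both tubulin-high and condensed-nucleus cell shares, with cell loss under 80%, at 10 µM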;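 also: anti alpha tubulin signal scored within the nucleus-defined area of each cell; some results filed as inactive read as strong as hits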
Dynein transport = blocks dynein driven cargo transport along microtubules; actives 0.47% (n = 220,000); z-score, hits read low; AID 1381; 3617.4 mouse cells, GR-EGFP nuclear translocation imaging; test concentration mostly 20 µM; stimulated with dexamethasone, 1 µM; stronger effect = lower value;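 active = plate z-score of nuclear minus cytoplasmic receptor signal below a set negative limit, without overly bright fluorescence or cell loss, cut at about -3.5 in these data, passing the limit was not always enough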;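 also: z-score of nuclear minus cytoplasmic ring GR-EGFP intensity difference per well; some compounds called inactive have numbers as strong as hits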
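Also added: dexamethasone, 1.0 µM final. Medium: tet-free, stripped-serum medium. Detection: fixed, Hoechst-stained cells imaged at 10x for EGFP. Read-out: nuclear-to-cytoplasmic GR-EGFP distribution per well. Times: induction 48 h, compound 1 h, agonist 30 min.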
Autophagy mod = modulators of autophagy; MEF GFP-LC3 puncta imaging; test concentration mostly 10 µM; calls only at 10 µM (by protocol); actives 0.98% (n = 190,000); AID 463193;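 active = percentage of spot-positive cells more than 3 SD above its plate mean, without a fluorescence outlier flag or 80% toxicity; inconclusive = no clear call, values can overlap the other calls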;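 also: spot-positive cell cutoff set from DMSO-treated cells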
WT yeast gro inh mutant strain = further read-out of WT yeast gro inh, marked with its call; inhibition, %; mitochondrial fusion phenotypic screen, mutant strain inhibition
Dynein transport cytoplasmic EGFP = further read-out of Dynein transport, marked with its call; z-score; measured here: cytoplasmic GR-EGFP intensity; stronger effect = higher value
Dynein transport nuclear GR-EGFP = also measured in Dynein transport; calls as there; z-score; measured here: nuclear GR-EGFP intensity;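 lower value marks the stronger effect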
Dynein transport cell count = second read-out of Dynein transport, no call of its own (marks repeat the call); z-score; measured here: cell count per field
bCat nuc transl cell count 5 µM = further read-out of bCat nuc transl, marked with its call; cell count; measured here: cell count, cytotoxicity flag
T cell HTS vesicle-bound % = recorded beside T cell HTS, whose call it bears; double positive events, %; measured here: CD8+ vesicle-bound cell fraction;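 binding gate set so that unloaded-vesicle control wells show 10% double positive cells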
MT stabilizer Hoechst-high % = also measured in MT stabilizer; calls as there; % Hoechst-high responders; measured here: nuclear condensation Hoechst responders;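 share of cells brighter than vehicle mean plus two SD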
MT stabilizer cytotoxicity % = recorded beside MT stabilizer, whose call it bears; toxicity, %; measured here: cytotoxicity by cell density;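 0% = mean cell density of plate MIN control wells and 100% = no cells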
Autophagy mod cell loss 18 h = recorded beside Autophagy mod, whose call it bears; toxicity, %; measured here: cell loss, nuclei count;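 cell loss after 18 h compound exposure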
An asterisk follows results filed as active; i = inactive; u = inconclusive; x = not tested or not shown. Outcome played no part in choosing rows; about 4.4% have a hit in one of these screens.

SMILES	M1AAP inhibition	Yfh1-off respiration	WT yeast gro inh	WT yeast gro inh mutant strain	bCat nuc transl	bCat nuc transl cell count 5 µM	T cell HTS	T cell HTS vesicle-bound %	P. falciparum M17LAP	MT stabilizer	MT stabilizer Hoechst-high %	MT stabilizer cytotoxicity %	Dynein transport	Dynein transport cytoplasmic EGFP	Dynein transport nuclear GR-EGFP	Dynein transport cell count	Autophagy mod	Autophagy mod cell loss 18 h
CC(/C=C1\SC(=S)N(NS(=O)(=O)c2ccc(C)cc2)C1=O)=C\c1ccccc1	64µM*	i	x	x	0.4	1341	i	58	12%	x	x	x	-0.054	-0.27	-0.14	0.12	x	x
CC(=O)Nc1ccc2c(CSc3nnc(N)s3)cc(=O)oc2c1	15%	i	x	x	-1.8	1407	i	35	-5%	x	x	x	2.1	-0.27	0.82	-0.51	x	x
O=C1C2CC=CCC2C(=O)N1c1ccc(NCCc2ccc(O)cc2)c([N+](=O)[O-])c1 (stereo unspecified)	14%	i	4	-13	-2.5	564	i	57	-1%	7.8	1.6	14	1.5	0.33	1.6	-1.1	i	-1
Cc1ccccc1NS(=O)(=O)c1ccc2[nH]cc(C(=O)N(C)Cc3ccco3)c(=O)c2c1	9%	i	34	14	-2.5	1395	i	7	0%	2.2	0.8	5.3	-0.54	-0.21	-0.41	1.1	i	10
O=C(Nc1ccc2oc(-c3ccccc3F)nc2c1)c1cncc(Br)c1	8%	i	-7	-11	1.2	1090	i	42	-2%	2.7	2.2	1.8	-0.055	-0.27	0.0037	-0.29	i	-3
Cn1c(SCc2ccc(Cl)cc2Cl)nc(C(F)(F)F)cc1=O	6%	x	-12	-6	2.9	1443	i	21	10%	4.2	2.1	5.7	-0.12	-0.087	0.26	0.74	i	-19
Cc1cc(C)nc(NNC2=CC(=[N+]3CCCCC3)CC(C)(C)C2)n1	3%	i	5	7	-0.8	1121	i	7	22%	1.9	2.6	5.8	1.9	-0.18	1.4	-1.6	i	11
CCN(c1ccc(N=Cc2c(O)n(Cc3ccc(OC)cc3)c(=O)c3ccccc23)cc1)C(C)C	0%	i	9	4	-2.1	1039	x	x	-1%	3.6	1.9	4.1	-2.6	6.7	-0.22	0.75	u	x
COc1cc(-c2nc(-c3cccc(C)c3)no2)cc(OC)c1OC	-4%	i	66*	47*	-0.2	1081	i	5	6%	3.0	1.3	7.4	-1.4	-0.27	-0.82	0.91	i	-4
CCOC(=O)N1CCC(NC(=O)C2CCCN(S(C)(=O)=O)C2)CC1 (stereo unspecified)	1%	i	-7	-8	-1.2	923	i	13	5%	2.3	1.5	6.8	-1.2	-0.17	-0.45	-0.013	i	-2
Cn1nnnc1SCC(=O)NCCCc1ccccc1	-12%	i	2	-3	-6.6	919	i	64	-9%	1.6	1.4	7.0	-1	-0.19	-0.4	1.2	i	-16
CCOc1ccccc1N1CCN(S(=O)(=O)c2cc(C)ccc2OC)CC1	-2%	i	7	-4	1.6	1497	i	31	8%	1.6	2.4	9.2	-1	-0.23	-0.81	1.2	i	-5
C=CC[n+]1c(C)csc1Nc1ccc(C)cc1	0%	i	18	-22	-1.4	1090	i	44	7%	2.3	3.0	5.5	1.6	-0.14	0.7	-0.76	i	-14
COc1ccc(CN(Cc2nc3ccccc3c(=O)[nH]2)C(=O)NC2CCCCC2)cc1	3%	i	-1	7	-0.4	1025	i	52	4%	2.6	0.9	20	0.16	-0.28	0.048	0.94	i	-7
C=C1CCN([C@H](C(=O)NCc2ccccc2)C(C)C)S(=O)(=O)c2ccccc21	5%	i	x	x	0.1	1186	i	21	-5%	x	x	x	-0.28	-0.83	-0.19	0.051	x	x
Cc1ccc(N/C(C(Cl)=C(Cl)Cl)=C(/Cl)[N+](=O)[O-])c(C)c1	8%	i	5	13	x	x	x	x	8%	4.1	3.0	4.5	-1.2	-0.26	-0.92	0.69	i	0
COc1ccc(OCCOC(=O)c2cccc(-n3cnnn3)c2)cc1	2%	i	4	-7	-0.5	1076	i	54	-7%	2.0	0.6	21	-0.15	-0.24	0.049	0.91	i	5
CCCCC#Cc1ccc(C(=O)NNC(=O)Nc2ccccc2)o1	1%	i	x	x	-0.5	1303	i	34	-3%	x	x	x	1.1	-0.19	0.42	-0.42	x	x
Cc1ccc(SCC(=O)Nc2ncc(C)s2)cc1	-6%	i	-4	-9	-2.1	1375	i	46	-7%	2.3	1.3	3.3	1.1	-0.21	-0.43	-1.7	i	5
Cc1ccc(C(c2nnnn2CS(=O)(=O)c2ccc(C)cc2)N2CCCC2)cc1 (stereo unspecified)	6%	i	21	9	1.3	929	i	57	3%	4.0	1.6	2.8	-0.77	-0.3	-0.18	0.31	i	25
COc1ccc(C(=O)n2nc(-c3ccccc3)nc2N)cc1OC	0%	i	16	26	-0.3	1250	i	36	10%	3.5	1.4	1.3	-0.28	-0.17	-0.16	0.39	i	-3
CCN(c1ccc(NC(=O)COC(=O)c2ccc(C)s2)cc1)C(C)C	8%	i	-2	6	0.5	1086	i	48	-2%	7.2	0.8	5.5	0.17	-0.29	0.61	0.47	i	11
CCn1c(-c2sc(-c3ccccc3)nc2C)n[nH]c1=S	12%	i	8	15	-1.9	801	i	8	-4%	6.1	2.0	8.0	1.2	-0.17	1.5	-1.7	i	9
Cc1nn(Cc2ccc(F)cc2)c(C)c1NC(=O)c1cc(-c2ccco2)on1	6%	i	6	9	-6.8	909	i	25	1%	5.1	3.0	15	0.88	0.43	0.92	-0.53	i	15
Cn1nnnc1SCCNCc1ccc(Cl)cc1	4%	i	-3	-27	-2.6	1171	i	11	1%	1.9	1.1	6.0	0.76	0.22	0.4	-0.17	i	-6
Further entries follow.
SMILES	M1AAP inhibition	Yfh1-off respiration	WT yeast gro inh	WT yeast gro inh mutant strain	bCat nuc transl	bCat nuc transl cell count 5 µM	T cell HTS	T cell HTS vesicle-bound %	P. falciparum M17LAP	MT stabilizer	MT stabilizer Hoechst-high %	MT stabilizer cytotoxicity %	Dynein transport	Dynein transport cytoplasmic EGFP	Dynein transport nuclear GR-EGFP	Dynein transport cell count	Autophagy mod	Autophagy mod cell loss 18 h
NC(=O)C(Cc1ccccc1)NS(=O)(=O)c1ccc(N2CCCC2=O)cc1 (stereo unspecified)	5%	i	11	10	-1.8	1094	i	12	0%	3.9	1.9	3.6	-0.74	-0.24	-0.38	1.2	i	-8
O=[N+]([O-])c1cccc(NC(=S)NCc2ccncc2)c1	2%	i	-18	-1	-3.4	970	i	20	10%	3.1	1.7	8.2	-0.58	-0.22	-0.21	1.2	i	5
COCCn1c(SCC(=O)c2ccccc2)nc2c(c1=O)SCC2	5%	i	0	-11	0.3	1099	i	34	3%	1.7	1.2	6.1	-0.8	-0.32	-0.33	0.79	i	0
O=C(Cc1cccs1)Nc1nnc(-c2ccc(F)cc2)s1	-2%	i	-4	-1	-0.5	1030	i	46	7%	4.4	1.3	4.1	-1.1	0.18	-0.53	0.89	i	-18
CCOC(=O)Nc1ccc(NC(=O)c2ccccc2F)cc1	2%	i	6	13	0.2	1580	i	54	-3%	4.0	3.8	5.0	0.035	-0.13	0.57	-0.029	i	15
CCCCCn1c(CN2CCN(c3cccc(Cl)c3)CC2)nc2c1c(=O)[nH]c(=O)n2C	5%	i	55	19	-8.3	992	i	58	-8%	3.1	2.8	2.1	2.7	-0.25	1.6	-0.48	i	-8
Cc1nc(Nc2c(Cl)cccc2Cl)sc1C(=O)Nc1ccccc1	2%	i	20	-5	4.6	1086	i	57	1%	3.6	2.9	6.0	0.34	-0.14	0.49	-0.27	i	1
COC(=O)c1ccc(/C=N/N2CCN(Cc3ccccc3Cl)CC2)cc1	-1%	i	x	x	1.8	1345	i	60	-11%	x	x	x	0.33	-0.22	0.12	-0.41	x	x
COC(=O)C(CC(C)C)NC(=O)c1ccc([N+](=O)[O-])c(C)c1 (stereo unspecified)	7%	i	-16	1	1.0	1378	i	8	-4%	1.1	2.0	12	-0.98	0.3	-0.8	1.8	i	32
CCOC(=O)Cn1c(=O)oc2cc(S(=O)(=O)NCc3ccccn3)ccc21	-1%	i	9	3	x	x	i	32	-6%	4.1	2.6	9.6	-0.065	0.0068	0.033	-0.92	i	-3
N#Cc1cccnc1N1CCN(C(=O)COCC(=O)O)CC1	6%	i	x	x	-0.4	1258	i	21	-11%	x	x	x	0.92	-0.032	0.97	-1.6	x	x
O=C(N/N=C/C=C/c1ccccc1)c1cccs1	6%	i	17	2	-2.7	1121	i	36	-3%	2.1	1.4	4.6	2.4	-0.13	1.5	-1.9	i	-7
COc1cccc(CC(=O)Nc2nc(-c3cccnc3)cs2)c1	-3%	i	9	-20	0.5	893	i	64	1%	1.6	3.9	4.0	-0.18	-0.27	-0.21	1	i	-3
